# KB-3-1 tox = KB-3-1 parental cell cytotoxicity | 400,000 compounds, 1.4% hits | Potency, µM (doses to about 46.1 µM), inactives show at the top dose activity change, negative = cytotoxic, most hits filed as cytotoxic | AID 1347075 | KB-3-1 viability, CellTiter-Glo ATP luminescence, 72 h; further: on the % scale 0 is the no-effect control and ±100 the full control effect; nearly all actives have a fitted effect of over 60% in size
#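 Luminescent ATP read-out (CellTiter-Glo) measures survival of drug-naive KB-3-1 cells after 72 h compound exposure at 37 °C. Titration series was screened from lowest to highest concentration, with DMSO vehicle plates as background controls.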
# GLP1R cytotox = cytotoxicity counter-screen for GLP-1 receptor inverse agonists; Potency, µM (series often up to 38.3 µM), for the others: at the highest dose activity change, negative = inhibition, usual class: inhibitors; 410,000 compounds, 0.13% hits; HEK293 cAMP-luciferase reporter cells, luminescence, 24 h;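 further: loss of luciferase light is scored as toxicity; on the % scale 0 is the no-effect control and ±100 the full control effect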
#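 Step one: seed cells (200 cells/uL, DMEM with 10% Nu serum, 1% pen-strep). Step two: 12-hour incubation at 37 deg C. Step three: pin 23 nL compound, incubate 24 hr. Step four: add luciferase reagent, read luminescence 12 min later.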
# GLP-1R inv ag = inverse agonists of human GLP-1 receptor; P43220; HEK293 GLP-1R CRE-luciferase, luminescence, 24 h; GLP-1R form is constitutively active; Potency, µM (doses to about 38.3 µM), for the others: at the top dose activity change, negative = inhibition, most hits filed as inhibitors; 410,000 compounds, 1.6% hits; further: on the % scale 0 is the no-effect control and ±100 the full control effect; nearly all actives have a fitted effect of over 55% in size
# Target sequence (P43220 whole entry, looked up): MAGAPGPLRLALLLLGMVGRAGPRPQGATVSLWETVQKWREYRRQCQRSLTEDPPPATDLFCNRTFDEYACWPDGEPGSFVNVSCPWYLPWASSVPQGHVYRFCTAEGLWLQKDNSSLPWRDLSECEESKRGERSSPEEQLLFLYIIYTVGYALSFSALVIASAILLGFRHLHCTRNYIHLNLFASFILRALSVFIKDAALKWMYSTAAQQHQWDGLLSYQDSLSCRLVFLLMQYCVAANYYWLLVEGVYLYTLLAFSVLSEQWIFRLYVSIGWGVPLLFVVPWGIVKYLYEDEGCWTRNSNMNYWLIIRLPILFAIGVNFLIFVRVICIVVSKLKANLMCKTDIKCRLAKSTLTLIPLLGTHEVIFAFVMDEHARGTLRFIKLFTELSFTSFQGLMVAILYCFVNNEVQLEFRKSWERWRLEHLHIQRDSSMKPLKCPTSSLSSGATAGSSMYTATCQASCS
#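 Seeding at 200 cells/uL, 12 h culture, 24 hr compound treatment, then luciferase reagent and a luminescence read; cells are HEK293 stably expressing a constitutively active GLP-1R plus cAMP-responsive luciferase.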
# HT1080-NT tox = kills 2HG-producing HT-1080-NT fibrosarcoma cells; 360,000 compounds, 1.6% hits; AID 686970; Potency, µM (series often up to 46.1 µM), without a hit: at the highest dose activity, negative = less viability, actives largely listed as cytotoxic; HT-1080-NT fibrosarcoma viability, CellTiter-Glo ATP luminescence, 48 h;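 further: NT is the 2HG producing partner of a matched IDH1 knockdown line; 0% = DMSO-treated cells and -100% = media-only wells without cells; nearly all actives have a fitted effect of over 55% in size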
#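 Fibrosarcoma NT cells, 750 per well in 5% FBS RPMI, were exposed to compound for 48 hours. Viability: CellTiter-Glo luminescence.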
# TDP-43 yeast inh = rescues yeast growth from TDP-43 toxicity | TDP-43 expressing yeast growth rescue, BacTiter-Glo, 24 h | Potency, µM (titrated, usually from 46.1 µM), inactives show at the highest dose growth rescue (activation), actives largely listed as activators | 410,000 compounds, 1.8% hits; further: % of control where 0% means no effect; nearly all actives have a fitted effect of over 50% in size
#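 Yeast expressing TDP-43 (pregrown in raffinose, seeded at OD600=0.02 in galactose medium) exposed to compounds 24 hr at 30 deg C. Growth read by BacTiter-Glo luminescence; rescue of toxicity appears as increased signal.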
# KB-V1 MDR tox = KB-V1 MDR subline cytotoxicity. AID 1347076. 400,000 compounds, 3.4% hits. Potency, µM (highest dose often 46.1 µM), for the others: at the top dose activity change, negative = cytotoxicity, most hits filed as cytotoxic. KB-V1 MDR cells viability, CellTiter-Glo, 72 h; further: on the % scale 0 is the no-effect control and ±100 the full control effect; nearly all actives have a fitted effect of over 60% in size
#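 Readout: CellTiter-Glo luminescence, 10 min after addition. Cells: KB-V1 MDR subline, 72 h at 37 degrees C with compound. Analysis: corrected, normalized data fitted to concentration-effect curves.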
# HT1080 IDH1KD tx = kills HT-1080 cells with IDH1 knockdown. AID 686971. 360,000 compounds, 2% hits. HT-1080 IDH1 knockdown viability, ATP luminescence, 48 h. Potency, µM (top dose mostly 46.1 µM), for the others: top-dose activity, negative = toxicity, usual class: cytotoxic;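 further: 0% = DMSO wells and -100% = cell-free medium wells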
#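 Luminescent ATP read-out (CellTiter-Glo, 10 min at room temperature) after 48 h compound exposure at 37 °C gave viability of IDH1-knockdown HT-1080 cells. Activity was normalised to DMSO and cell-free wells, then fitted as concentration-response curves.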
# GLP1R ag = GLP-1 receptor (human) agonism; HEK293 GLP-1R CRE-luciferase, luminescence, 4-6 h; cells express a hypersensitive GLP-1R form; Potency, µM (top dose mostly 45.6 µM), for inactives: at the top dose activation, hits mostly activators; 380,000 compounds, 0.007% hits; P43220; further: % of control where 0% means no effect
# SW480 rereplic = inducers of DNA re-replication in SW480 colon cancer cells. SW480 DNA re-replication, Hoechst DNA content imaging, 48 h. Potency, µM (top dose mostly 46.1 µM), for the others: top-dose re-replication activation, usual class: activators. 340,000 compounds, 1.8% hits; further: % of control where 0% means no effect; nearly all actives have a fitted effect of over 55% in size
#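 First, 250 cells per well were seeded. Next, compound or vehicle (23 nL) was pinned in, plates sat 48 hr at 37 C. Finally Hoechst was added for 40 min before fluorescence scanning.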
# * marks the source's active call; other numbers are inactive results; ? = inconclusive; nt = not tested or not shown; & = joins results of further samples; [ ] = dose if it differs, or a comment. The call rests on the fitted dose curve; in most records, active means well fitted curve in the direction sought with a large enough effect; inconclusive means small, poorly fitted or top-dose-only effect, or another doubt; inactive means no such curve, though single readings can be large; an effect the other way counts as inactive or inconclusive. Potency means the concentration at half of the fitted maximal effect.
entry | Molecule | HT1080-NT tox | GLP1R ag | GLP1R cytotox | SW480 rereplic | HT1080 IDH1KD tx | KB-3-1 tox | GLP-1R inv ag | TDP-43 yeast inh | KB-V1 MDR tox
1 | O=C(c1cnc(Cl)c(Cl)c1)N1CCN(S(=O)(=O)c2cccs2)CC1 | 0% | 7% | 7% | nt | 5% | 0% | -1% | 10% | -2%
2 | COc1cccc(C(=O)N/N=C/c2ccc(OC3CSC3)cc2)c1 | -10% | 3% | -16% | -2% | -18% | -5% | ? | 11% | -9%
3 | CC1(C)N=C(N)NC(=NCCCOc2ccc([N+](=O)[O-])cc2)N1 | 3% | 6% | 2% | nt | 0% | 0% | 4% | -1% | 3%
4 | CC(C)NC(=O)N(C)C[C@H]1OCc2cnnn2CCCC(=O)N([C@@H](C)CO)C[C@H]1C | 0% | -3% | -1% | nt | -4% | -6% | 16% | 4% | -18%
5 | CCC(C)NS(=O)(=O)c1ccc(NC(=O)C2CCN(C(=O)c3ccco3)CC2)cc1 (stereo not given) | 4% | 8% | -1% | 0% | -12% | -5% | -22% | 5% | 0%
6 | Cc1noc(C)c1C(=O)Nc1sc(C)c(-c2ccccc2)c1C#N | 9% | -1% | -6% | -1% | 26% | 13µM* | 1% | ? | 4.1µM*
7 | CCc1nnc(NS(=O)(=O)c2ccc(NC(=O)c3ccco3)cc2)s1 | -2% | 0% | 8% | 1% | 7% | 1% | 9% | 0% | -6%
8 | O=C(CN1C(=O)NC2(CCCCCC2)C1=O)NCCc1ccccc1 | -13%[9.24 µM] | 0% | -2% | -6% | 16% | 16% | 1% | 18% | 0%
9 | O=C(Nc1cccc(NC(=O)c2ccco2)c1)c1ccc2c(c1)OCO2 | -6% | -7% | -15% | 0% | 6% | -16% | -23% | 24% | 13µM*
10 | Cc1nc2c3ccccc3nc(NNC(=O)CCC(=O)N3CCN(c4ccc(F)cc4)CC3)n2n1 | -2% | -4% | -3%&-1% | ? | -9% | -8%&3% | 10%&-12% | -21%&1% | 4%&3%
11 | COc1ccc(C(=O)N2CC=C(c3ccccc3)CC2)cc1S(=O)(=O)N1CCOCC1 | 7% | 1% | -11% | 1% | 2% | 2% | 11% | -2% | -18%
12 | CC1=CN2C(=N)/C(=C/c3ccc(Sc4ccc(C)cc4)o3)C(=O)N=C2S1 | -17% | -8% | 21% | ? | -25% | 3% | 0% | 9% | 9%
13 | CCc1cc2c(-c3ccccc3)cc(=O)oc2cc1OC(=O)c1cccs1 | 13% | -8% | -6% | -1% | 12% | 3% | 9% | 11% | -8%
14 | CCOC(=O)Cc1csc(NC(=O)CSc2nc(=O)[nH]c3c2CCCC3)n1 | 2% | -1% | 12% | -5% | -1% | 2% | 11% | 23% | 4%
15 | COc1cc(/C=C/C(=O)OCC(=O)NCc2ccccc2OC)ccc1O | -24% | 5% | -5% | 1% | -46% | -6% | 2% | 0% | 2%
16 | COc1cccc(N2C(=O)CC(c3c[nH]c4ccccc34)C2=O)c1 (stereo not given) | 0% | 0% | 10% | 0% | -1% | -3% | -7% | 7% | -3%
17 | CCCCc1ccc(NC(=O)CSCc2cc(=O)[nH][nH]2)cc1 | -2% | -11% | -21% | -3% | 10% | -3% | 0% | -10% | ?
18 | Cc1ccc(S(=O)(=O)N2CCN(C(=O)COC(=O)/C=C/c3ccc(OC(F)F)cc3)CC2)cc1 | -7% | 3% | 1% | 4% | 0% | ? | -14% | -10% | -24%
19 | CC(=O)Nc1ccc(S(=O)(=O)Nc2cc(-c3ccccc3)nn2C)cc1 | -1% | 1% | -14% | 2% | 6% | 21% | 12% | 7% | 10%
20 | CN1CCN(C(=O)c2ccccc2NC(=O)c2ccccc2)CC1 | 6% | 1% | -3% | -4% | 10% | 7% | 26% | -6% | 8%

# Limited to GLP1R ag, GLP-1R inv ag and HT1080 IDH1KD tx (5 entries from above):
entry	canonical_smiles	GLP1R ag	GLP-1R inv ag	HT1080 IDH1KD tx
12	CC1=CN2C(=N)/C(=C/c3ccc(Sc4ccc(C)cc4)o3)C(=O)N=C2S1	-8%	0%	-25%
15	COc1cc(/C=C/C(=O)OCC(=O)NCc2ccccc2OC)ccc1O	5%	2%	-46%
13	CCc1cc2c(-c3ccccc3)cc(=O)oc2cc1OC(=O)c1cccs1	-8%	9%	12%
16	COc1cccc(N2C(=O)CC(c3c[nH]c4ccccc34)C2=O)c1 (stereo not given)	0%	-7%	-1%
19	CC(=O)Nc1ccc(S(=O)(=O)Nc2cc(-c3ccccc3)nn2C)cc1	1%	12%	6%

# Compounds 7 through 8, reprinted for reference:
entry | Molecule | HT1080-NT tox | GLP1R ag | GLP1R cytotox | SW480 rereplic | HT1080 IDH1KD tx | KB-3-1 tox | GLP-1R inv ag | TDP-43 yeast inh | KB-V1 MDR tox
7 | CCc1nnc(NS(=O)(=O)c2ccc(NC(=O)c3ccco3)cc2)s1 | -2% | 0% | 8% | 1% | 7% | 1% | 9% | 0% | -6%
8 | O=C(CN1C(=O)NC2(CCCCCC2)C1=O)NCCc1ccccc1 | -13%[9.24 µM] | 0% | -2% | -6% | 16% | 16% | 1% | 18% | 0%

# Other results:
entry | Molecule | HT1080-NT tox | GLP1R ag | GLP1R cytotox | SW480 rereplic | HT1080 IDH1KD tx | KB-3-1 tox | GLP-1R inv ag | TDP-43 yeast inh | KB-V1 MDR tox
21 | CCCCNc1nc2c(c(=O)n(Cc3ccc(Cl)cc3)c(=O)n2C)n1C | nt | nt | -7% | nt | nt | ? | -21% | 0% | -23%
22 | CC(=O)N(C(C)=O)c1nc2nc(C)cc(C)n2n1 | 10% | 0% | 16% | 1% | 11% | -8% | 16% | 20% | -2%
23 | CCOc1ccc(OCCC(=O)N(CC)CC(=O)NCc2ccc(Cl)cc2)cc1 | -9% | 8% | -15% | ? | -11% | -17% | ? | -8% | 0%
24 | CC1Cc2nc(SCC(=O)N3CCN(c4ccccc4)CC3)n(CCc3ccccc3)c(=O)c2S1 (stereo not given) | -26% | 0% | -21% | -3% | 3% | 3% | ? | ? | 0%
25 | Cn1nc([N+](=O)[O-])nc1Oc1ccccc1C(=O)N1CCOCC1 | 8% | 2% | 2% | -1% | 14% | 0% | 16% | 22% | 0%
26 | CC(C)N1CCc2c(sc(NC(=O)c3cc4cc([N+](=O)[O-])ccc4s3)c2C(N)=O)C1 | ? | 0% | 3% | 1% | ? | ? | -8% | 0% | -2%
27 | CCOC(=O)CCSc1nc2c(c(C(F)(F)F)c1C#N)CCC2 | 1% | 0% | 1% | 8% | 11% | -7% | 0% | 13µM* | 3%
28 | CC(=O)c1ccc(N2CCN(C(=O)c3cc(-c4ccncc4)nc4ccc(Cl)cc34)CC2)cc1 | -2% | 2% | 0% | -4% | 1% | -23% | 15% | -15% | 9.2µM*
29 | CCc1nnc(NC(=O)CS(=O)(=O)Cc2ccccc2)s1 | 2% | 1% | -2% | -45% | 9% | -2% | 12% | 0% | ?
30 | Cc1c(-c2ccccc2)c(=O)oc2c(CN3CCN(C)CC3)c(O)ccc12 | nt | 2% | 262%[activator] | nt | nt | -10% | -1% | 0% | 15%
31 | OC[C@@H]1CN(Cc2ccc(-c3ccccc3)cc2)C[C@H](n2cnc3c(NCc4ccco4)ncnc32)O1 | 21µM* | 2% | -21% | nt | 18µM* | ? | ? | 16% | ?
32 | O=C1CCc2ccccc2O1 | 19% | -5% | 8% | 0% | 1% | 1% | 0% | 1% | 0%
33 | Cc1cccc(C(=O)OCC(=O)NNC(=O)c2cccs2)c1O | 9% | 8% | -2% | -5% | -1% | 1% | -8% | 2% | -16%
34 | COc1ccc(N2CCN(C(=O)c3cc(NS(=O)(=O)c4ccc(F)cc4)ccn3)CC2)cc1 | nt | 0% | 3% | nt | nt | 18% | -3% | 11% | 0%
35 | Cc1ccc2c(c1)c1c(n2CC(O)Cn2c(C)nc3ccccc32)C(=O)CCC1 (stereo not given) | 19% | -4% | 5% | -25% | 8% | ? | 8% | 16% | 0%
36 | O=C(Cn1cc(C(F)(F)F)ccc1=O)N/N=C/c1ccc(Cl)c(Cl)c1 | -19% | -1% | -6% | -2% | -21% | 0% | ? | -4% | 0%
37 | COC(=O)c1c(NC(=O)CSc2nncs2)sc2c1CCCCC2 | ? | 15% | ? | ? | -7% | ? | 0% | 6% | 23µM*
38 | COC(=O)C1=C(C)N(CCCC(=O)O)C(=O)NC1c1cccc(Cl)c1Cl (stereo not given) | 27% | 0% | 5% | 3% | 25% | ? | 1% | 11% | 9%
39 | c1ccc(C[C@H]2CNCCN2CC2(c3ccccc3)CC2)cc1 | -8% | 3% | 1% | -4% | -6% | -2% | -5% | 3% | 4%
40 | CCOc1ccc(C(=O)NCC(=O)N2CC=C(c3ccccc3)CC2)cc1OCC | -3% | 17% | 2% | 0% | 5% | 6% | -29% | 14% | 3%
41 | Cc1ccc(/C=C/C(=O)N2CCN(Cc3ccccc3)CC2)o1 | 1% | 1% | -4% | 0% | 0% | 2% | -1% | 11% | 13µM*
42 | CC(c1ccco1)N(C(=O)c1cc(Cl)cc(Cl)c1)c1ccccn1 (stereo not given) | -9% | 10% | -5% | -13% | -3% | -16% | ? | 11% | ?

# High-throughput results (PubChem BioAssay)

# Compounds as they come; overall some 9.4% were active at least once.
